NSD2 block: blocks human NSD2 histone methyltransferase activity. inhibition, % at 12.5 µM. O96028. AID 624260. 44,000 tested, 0.07% active. NSD2-SET H3K36me1 DELFIA fluorescence, biochemical; in the data active = inhibition above about 54%, passing the limit was not always enough;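 also: inhibitors reduce the monomethyl H3K36 fluorescence signal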
Target sequence (O96028 whole entry, looked up): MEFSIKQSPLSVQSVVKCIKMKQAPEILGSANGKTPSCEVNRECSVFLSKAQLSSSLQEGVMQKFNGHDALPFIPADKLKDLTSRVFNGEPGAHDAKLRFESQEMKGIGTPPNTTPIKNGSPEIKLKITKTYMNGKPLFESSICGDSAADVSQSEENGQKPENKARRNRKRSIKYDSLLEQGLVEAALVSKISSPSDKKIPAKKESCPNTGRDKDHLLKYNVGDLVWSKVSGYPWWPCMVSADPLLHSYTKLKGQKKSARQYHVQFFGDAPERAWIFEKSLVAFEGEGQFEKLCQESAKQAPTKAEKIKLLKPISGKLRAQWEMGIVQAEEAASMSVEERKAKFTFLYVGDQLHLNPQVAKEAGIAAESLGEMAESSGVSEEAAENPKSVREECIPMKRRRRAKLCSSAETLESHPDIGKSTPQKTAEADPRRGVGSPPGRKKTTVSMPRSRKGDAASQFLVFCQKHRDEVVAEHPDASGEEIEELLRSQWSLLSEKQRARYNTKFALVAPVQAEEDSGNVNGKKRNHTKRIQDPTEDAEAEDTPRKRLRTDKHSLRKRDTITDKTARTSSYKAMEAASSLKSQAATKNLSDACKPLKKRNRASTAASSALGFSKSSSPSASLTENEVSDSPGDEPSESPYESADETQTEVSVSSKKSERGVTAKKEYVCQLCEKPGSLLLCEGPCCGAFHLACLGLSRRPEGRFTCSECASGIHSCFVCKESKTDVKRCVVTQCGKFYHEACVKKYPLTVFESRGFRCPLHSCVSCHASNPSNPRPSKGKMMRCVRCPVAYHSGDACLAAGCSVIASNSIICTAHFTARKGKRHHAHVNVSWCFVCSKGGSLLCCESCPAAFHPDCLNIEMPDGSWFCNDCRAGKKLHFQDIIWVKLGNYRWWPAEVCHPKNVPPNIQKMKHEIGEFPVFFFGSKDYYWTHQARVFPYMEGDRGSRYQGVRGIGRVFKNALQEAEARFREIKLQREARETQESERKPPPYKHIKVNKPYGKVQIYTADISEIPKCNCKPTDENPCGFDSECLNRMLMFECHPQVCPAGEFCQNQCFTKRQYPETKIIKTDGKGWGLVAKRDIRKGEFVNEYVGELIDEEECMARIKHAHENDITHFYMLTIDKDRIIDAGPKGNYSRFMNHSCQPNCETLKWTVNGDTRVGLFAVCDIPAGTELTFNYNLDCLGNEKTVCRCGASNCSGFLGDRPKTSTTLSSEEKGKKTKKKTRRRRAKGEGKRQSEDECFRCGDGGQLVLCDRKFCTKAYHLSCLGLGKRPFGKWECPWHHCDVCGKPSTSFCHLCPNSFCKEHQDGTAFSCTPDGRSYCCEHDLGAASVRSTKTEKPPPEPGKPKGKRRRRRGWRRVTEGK
Active calls of the source: *.

Preview, 2 compounds:
SMILES | NSD2 block
Cc1noc(C)c1NC(=O)N(C)C[C@@H]1Oc2c(NS(=O)(=O)c3ccc(Cl)cc3)cccc2C(=O)N([C@@H](C)CO)C[C@H]1C | 2
C[C@H]1CN([C@@H](C)CO)C(=O)c2cccc(NC(=O)Nc3ccc(C(F)(F)F)cc3)c2O[C@@H]1CN(C)Cc1ccc(C(=O)O)cc1 | -6

The whole of this part (from the top)
SMILES | NSD2 block
Cc1noc(C)c1NC(=O)N(C)C[C@@H]1Oc2c(NS(=O)(=O)c3ccc(Cl)cc3)cccc2C(=O)N([C@@H](C)CO)C[C@H]1C | 2
C[C@H]1CN([C@@H](C)CO)C(=O)c2cccc(NC(=O)Nc3ccc(C(F)(F)F)cc3)c2O[C@@H]1CN(C)Cc1ccc(C(=O)O)cc1 | -6
CNC[C@H]1Oc2ccc(NC(=O)Nc3c(C)noc3C)cc2C(=O)N([C@H](C)CO)C[C@H]1C | -9
C[C@@H]1CN([C@@H](C)CO)C(=O)c2cc(NC(=O)Nc3ccc(F)cc3)ccc2O[C@@H](C)CCCCO[C@@H]1CN(C)S(=O)(=O)c1cn(C)cn1 | 4
C[C@@H]1CN([C@@H](C)CO)C(=O)Cc2cc(N(C)C)ccc2O[C@@H]1CN(C)S(=O)(=O)c1ccc(F)cc1 | 4
Cc1noc(C)c1S(=O)(=O)N(C)C[C@@H]1Oc2ccc(NC(=O)NC3CCCCC3)cc2CC(=O)N([C@H](C)CO)C[C@@H]1C | 0
C[C@@H]1CN([C@H](C)CO)C(=O)Cc2cc(NC(=O)Nc3ccc(F)cc3)ccc2O[C@@H]1CN(C)Cc1ccccc1 | -5
CCC(=O)N(C)C[C@H]1Oc2cc(C#CC3CC3)ccc2S(=O)(=O)N([C@H](C)CO)C[C@@H]1C | -1
COc1cc2c(cc1OC)C(c1ccc(N)cc1)=NNC(=O)C2 | 1
C[C@@H]1CN([C@H](C)CO)S(=O)(=O)c2ccc(-c3cccc(C#N)c3)cc2O[C@@H]1CN(C)Cc1ccccn1 | -2
C[C@H]1CCCCO[C@H](CN(C)C(=O)Nc2ccccc2)[C@@H](C)CN([C@@H](C)CO)C(=O)c2cc(NS(C)(=O)=O)ccc2O1 | -11
CCO[C@H]1OC(C(=O)O)=C[C@@H](c2ccc(C(F)(F)F)cc2)[C@@H]1CCCO | 4
C[C@@H]1CN([C@H](C)CO)C(=O)Cc2cc(NS(=O)(=O)c3ccccc3)ccc2O[C@H]1CN(C)S(=O)(=O)c1cn(C)cn1 | 0
O=C(O)C1=C[C@H](c2ccccc2)C[C@H](OCc2ccc(CO)cc2)O1 | -6
C[C@@H]1CN([C@@H](C)CO)S(=O)(=O)c2ccc(C3=CCCC3)cc2O[C@@H]1CN(C)C(=O)c1ccccn1 | 5
COc1ccc(NC(=O)Nc2ccc3c(c2)C(=O)N([C@H](C)CO)C[C@@H](C)[C@@H](CN(C)C(=O)c2ccccc2)OCCCC[C@H](C)O3)cc1 | 2
Cc1noc(C)c1NC(=O)N(C)C[C@@H]1OCCCC[C@@H](C)Oc2ccc(NS(=O)(=O)c3cn(C)cn3)cc2C(=O)N([C@H](C)CO)C[C@@H]1C | 0
C[C@@H]1CCCCO[C@H](CN(C)C(=O)CCC(F)(F)F)[C@H](C)CN([C@@H](C)CO)C(=O)c2cc(NC(=O)Nc3ccccc3)ccc2O1 | -7
COc1ccc(S(=O)(=O)Nc2cccc3c2O[C@H](CN(C)CC2CC2)[C@H](C)CN([C@@H](C)CO)C3=O)cc1 | -4
CCCN(C)C[C@H]1OCc2cnnn2CCCC(=O)N([C@H](C)CO)C[C@@H]1C | 3
C[C@@H]1CN([C@H](C)CO)C(=O)Cc2cc(NC(=O)CCC(F)(F)F)ccc2O[C@@H]1CN(C)S(=O)(=O)c1cn(C)cn1 | -1
COc1ccccc1C#Cc1ccc2c(c1)O[C@H](CN(C)Cc1ccccc1)[C@@H](C)CN([C@H](C)CO)S2(=O)=O | -2
C[C@@H]1CCCCO[C@H](CN(C)Cc2ccc(C(=O)O)cc2)[C@H](C)CN([C@H](C)CO)C(=O)c2cc(NS(=O)(=O)c3cccs3)ccc2O1 | 5
C[C@H]1CN([C@@H](C)CO)C(=O)c2cc(NC(=O)Cc3cn(C)c4ccccc34)ccc2O[C@@H]1CN(C)Cc1ccc(Oc2ccccc2)cc1 | 2
C[C@@H]1CN([C@@H](C)CO)C(=O)c2cc(NS(=O)(=O)c3ccc(Cl)cc3)ccc2O[C@H]1CN(C)S(=O)(=O)c1ccccc1 | -6
Cc1noc(C)c1S(=O)(=O)N(C)C[C@@H]1Oc2ccc(NC(=O)Cn3cnnn3)cc2CC(=O)N([C@H](C)CO)C[C@@H]1C | -1
C[C@@H]1CN([C@@H](C)CO)S(=O)(=O)c2ccc(C#CC3(O)CCCC3)cc2O[C@H]1CN(C)C | -1
C[C@@H]1CN([C@H](C)CO)C(=O)Cc2cc(NS(=O)(=O)c3ccc(Cl)cc3)ccc2O[C@@H]1CN(C)S(=O)(=O)c1ccccc1 | -3
COc1ccc(OC)c2c1CC(C)(C)N=C2SC | 5
N#CC(C#N)Cc1ccc(O)cc1 | -5

2 successive compounds out of the list so far:
SMILES | NSD2 block
COc1ccc(NC(=O)Nc2ccc3c(c2)C(=O)N([C@H](C)CO)C[C@@H](C)[C@@H](CN(C)C(=O)c2ccccc2)OCCCC[C@H](C)O3)cc1 | 2
Cc1noc(C)c1NC(=O)N(C)C[C@@H]1OCCCC[C@@H](C)Oc2ccc(NS(=O)(=O)c3cn(C)cn3)cc2C(=O)N([C@H](C)CO)C[C@@H]1C | 0

Next section
SMILES | NSD2 block
C[C@@H]1CN([C@H](C)CO)C(=O)c2cc(NS(=O)(=O)c3cn(C)cn3)ccc2O[C@@H](C)CCCCO[C@@H]1CN(C)C(=O)c1ccccc1 | -3
C[C@@H]1CN([C@@H](C)CO)C(=O)c2cccc(NC(=O)C3CC3)c2O[C@H]1CN(C)Cc1ccc(Cl)c(Cl)c1 | -8
C[C@H]1CN([C@@H](C)CO)S(=O)(=O)c2ccc(/C=C/c3ccccc3)cc2O[C@@H]1CN(C)C(=O)c1cccnc1 | 2
COc1ccccc1S(=O)(=O)N[C@@H]1CC[C@H](CC(=O)N2CCCCC2)O[C@@H]1CO | 9
C[C@H]1CN([C@@H](C)CO)C(=O)c2cc(-c3ccc(F)cc3)cnc2O[C@H]1CN(C)Cc1cncnc1 | 0
CC1(C)CC[C@]2(C(=O)OC3OC(CO)C(O)C(O)C3O)CC[C@]3(C)C(=CCC4[C@@]5(C)CC[C@H](OC6OC(C(=O)O)C(O)C(O)C6O)C(CO)(CO)C5CC[C@]43C)[C@@H]2C1 (stereo partly drawn) | 1
CC(C)(C)C1=NOC(O)(C(F)(F)F)C1 (stereo not drawn) | -1
COc1ccc(NC(=O)Nc2ccc3c(c2)C(=O)N([C@@H](C)CO)C[C@H](C)[C@H](CN(C)Cc2ccc(C(F)(F)F)cc2)OCCCC[C@@H](C)O3)cc1 | -7
C[C@H]1CN([C@@H](C)CO)C(=O)c2cc(NC(=O)CCCCCC(=O)Nc3ccccc3N)ccc2O[C@@H]1CN(C)S(=O)(=O)c1cn(C)cn1 | 4
C[C@H]1CN([C@@H](C)CO)C(=O)c2cc(NC(=O)CCN3CCOCC3)ccc2O[C@@H]1CN(C)S(=O)(=O)c1ccc(F)cc1 | 4
C[C@@H]1CN([C@H](C)CO)C(=O)c2cc(N(C)C)ccc2O[C@@H](C)CCCCO[C@@H]1CN(C)C(=O)C1CCCCC1 | -3
C[C@H]1CN([C@@H](C)CO)C(=O)Cc2cc(NC(=O)CCN3CCOCC3)ccc2O[C@@H]1CN(C)C | -2
COc1ccc(CN(C)C[C@@H]2OCCCC[C@@H](C)Oc3ccc(NC(=O)CCCN(C)C)cc3C(=O)N([C@@H](C)CO)C[C@H]2C)cc1 | 5
C[C@H]1CN([C@@H](C)CO)C(=O)Cc2cc(NC(=O)Cc3cn(C)c4ccccc34)ccc2O[C@H]1CN(C)C(=O)Nc1ccc2c(c1)OCO2 | -2
CNC[C@H]1Oc2ccc(NC(=O)CCC(F)(F)F)cc2CC(=O)N([C@@H](C)CO)C[C@@H]1C | -5
C[C@H]1CN([C@@H](C)CO)C(=O)c2cc(C3=CCCC3)cnc2O[C@@H]1CN(C)C(=O)Nc1ccccc1 | 0
C[C@H](CO)N1C[C@H](C)[C@@H](CN(C)S(C)(=O)=O)Oc2ccc(NS(=O)(=O)c3cccs3)cc2CC1=O | 2
C[C@@H]1CCCCO[C@H](CN(C)C(=O)Nc2ccccc2)[C@@H](C)CN([C@H](C)CO)C(=O)c2cc(NS(C)(=O)=O)ccc2O1 | -1
CC(C)NC(=O)Nc1ccc2c(c1)C(=O)N([C@@H](C)CO)C[C@@H](C)[C@@H](CN(C)S(=O)(=O)c1cccs1)O2 | 4
C[C@H](CO)N1C[C@H](C)[C@@H](CN(C)C(=O)Nc2cccc3ccccc23)OCCCC[C@H](C)Oc2ccc(N(C)C)cc2C1=O | -5
C[C@H](CO)N1C[C@H](C)[C@H](CN(C)S(C)(=O)=O)OCc2cnnn2CCCC1=O | 1
CC1(C)OC[C@@H]([C@H](O)P(=O)(c2ccccc2)c2ccccc2)O1 | -7
C[C@@H]1CN([C@H](C)CO)C(=O)c2cccc(NC(=O)C3CCOCC3)c2O[C@@H]1CN(C)S(=O)(=O)c1ccc(F)cc1 | -4
C/C=C/c1ccc2c(c1)O[C@H](CN(C)C(=O)c1cccnc1)[C@H](C)CN([C@H](C)CO)S2(=O)=O | -2
C[C@H](CO)N1C[C@H](C)[C@@H](CN(C)Cc2ccc(C(F)(F)F)cc2)Oc2c(NC(=O)c3cnccn3)cccc2C1=O | -1
Cc1noc(C)c1NC(=O)N(C)C[C@H]1Oc2ccc(NC(=O)c3ccncc3)cc2C(=O)N([C@@H](C)CO)C[C@H]1C | -2
C[C@H](CO)N1C[C@H](C)[C@H](CN(C)Cc2ccncc2)Oc2ccc(NC(=O)Cn3cnnn3)cc2C1=O | 5
C[C@@H]1CN([C@@H](C)CO)C(=O)c2cccc(NC(=O)Nc3ccc(C(F)(F)F)cc3)c2O[C@@H]1CN(C)Cc1ccc(Cl)c(Cl)c1 | -8
C[C@H]1CCCCO[C@@H](CN(C)C)[C@@H](C)CN([C@@H](C)CO)C(=O)c2cc(NC(=O)C3CCCCC3)ccc2O1 | -2
C[C@H]1CN([C@@H](C)CO)S(=O)(=O)c2ccc(/C=C/c3ccccc3)cc2O[C@H]1CN(C)C(=O)c1cccnc1 | -1

Looked up above:
Under NSD2 block, C/C=C/c1ccc2c(c1)O[C@H](CN(C)C(=O)c1cccnc1)[C@H](C)CN([C@H](C)CO)S2(=O)=O shows -2
Under NSD2 block, CC1(C)OC[C@@H]([C@H](O)P(=O)(c2ccccc2)c2ccccc2)O1 shows -7
Under NSD2 block, C[C@H]1CN([C@@H](C)CO)S(=O)(=O)c2ccc(/C=C/c3ccccc3)cc2O[C@H]1CN(C)C(=O)c1cccnc1 shows -1
Under NSD2 block, C[C@H](CO)N1C[C@H](C)[C@@H](CN(C)C(=O)Nc2cccc3ccccc23)OCCCC[C@H](C)Oc2ccc(N(C)C)cc2C1=O shows -5
Under NSD2 block, CC(C)NC(=O)Nc1ccc2c(c1)C(=O)N([C@@H](C)CO)C[C@@H](C)[C@@H](CN(C)S(=O)(=O)c1cccs1)O2 shows 4

Additional results
SMILES | NSD2 block
C[C@H]1CCCCO[C@H](CN(C)S(=O)(=O)c2cn(C)cn2)[C@@H](C)CN([C@@H](C)CO)C(=O)c2cc(NC(=O)c3ccccc3)ccc2O1 | -3
COC(=O)CCCCCCC(=O)N/N=C/c1ccc2ccccc2n1 | 2
C/C=C/c1cnc2c(c1)C(=O)N([C@@H](C)CO)C[C@H](C)[C@@H](CN(C)C(=O)CCN1CCCCC1)O2 | -6
COc1ccccc1-c1ccc2c(c1)O[C@@H](CN(C)C(=O)Nc1ccccc1)[C@@H](C)CN([C@H](C)CO)S2(=O)=O | -3
C[C@H]1CN([C@@H](C)CO)C(=O)Cc2cc(NC(=O)c3ccncc3)ccc2O[C@H]1CN(C)Cc1ccc(Oc2ccccc2)cc1 | -2
C[C@@H]1CN([C@H](C)CO)C(=O)c2cccc(NC(=O)Nc3cccc4ccccc34)c2O[C@@H]1CN(C)Cc1ccncc1 | 2
C[C@@H]1CN([C@H](C)CO)C(=O)c2cc(NC(=O)NC3CCCCC3)ccc2O[C@@H](C)CCCCO[C@H]1CN(C)S(=O)(=O)c1ccc(F)cc1 | -1
COc1ccc(S(=O)(=O)N(C)C[C@@H]2OCCCC[C@H](C)Oc3ccc(NC(=O)Cc4ccccc4)cc3C(=O)N([C@@H](C)CO)C[C@H]2C)cc1 | -3
C[C@@H]1CN([C@@H](C)CO)C(=O)c2cc(NC(=O)Nc3ccc(F)cc3)ccc2O[C@@H]1CN(C)C(=O)Nc1ccc2c(c1)OCO2 | -4
C[C@@H]1CN([C@H](C)CO)C(=O)c2c(c3ccccc3n2C)-c2ccccc2CO[C@H]1CN(C)S(=O)(=O)c1ccsc1 | -3
C[C@@H]1CCCCO[C@@H](CN(C)S(=O)(=O)c2cn(C)cn2)[C@@H](C)CN([C@@H](C)CO)C(=O)c2cc(NS(=O)(=O)c3ccccc3)ccc2O1 | 1
C[C@H]1CN([C@@H](C)CO)C(=O)Cc2cc(NC(=O)Nc3ccccc3)ccc2O[C@H]1CN(C)C | -4
C[C@@H]1CCCCO[C@@H](CN(C)Cc2ccc(C(=O)O)cc2)[C@H](C)CN([C@H](C)CO)C(=O)c2cc(NC(=O)CCC(F)(F)F)ccc2O1 | 9
C[C@H]1CN([C@@H](C)CO)C(=O)c2cc(NC(=O)Nc3cccc4ccccc34)ccc2O[C@H]1CN(C)C(=O)Nc1ccc(F)cc1 | 2
C[C@@H]1CN([C@H](C)CO)C(=O)c2cccc(NC(=O)c3ccncc3)c2O[C@H]1CN(C)C(=O)NC1CCCCC1 | 0
CCC(=O)N(C)C[C@@H]1Oc2ncc(-c3ccc(C(=O)N(C)C)cc3)cc2C(=O)N([C@@H](C)CO)C[C@@H]1C | 2
COc1ccc(S(=O)(=O)N(C)C[C@H]2Oc3ccc(NC(=O)CCCN(C)C)cc3CC(=O)N([C@@H](C)CO)C[C@H]2C)cc1 | -6
C[C@H](CO)N1C[C@H](C)[C@@H](CN(C)Cc2ccc(Cl)c(Cl)c2)Oc2c(NC(=O)NC3CCCCC3)cccc2C1=O | 1

High-throughput results as filed in PubChem BioAssay.

An excerpt (hit frequency here may not be typical).
